aSyn UTR inh = MLPCN primary screen, SNCA 5' untranslated region; alpha-synuclein 5'UTR reporter, inhibitor activity; 0.82% of 300,000 active; inhibition, % (tested at 7.5 µM); AID 1813, 2009; in the data active means inhibition above about 60%;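 further: H4 neuroglioblastoma cells stably carrying SNCA 5'UTR luciferase fusion; 0% = DMSO wells and 100% = positive control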
AI-2 QS mod = Vibrio harveyi AI-2 quorum sensing modulators, primary screen, JMH597 strain, luminescence/OD600 ratio; Vibrio harveyi JMH597 AI-2 luminescence/OD600 ratio, 9 h; hits give low values; strain lacks LuxN and CqsS sensors; 0 = neutral-control median; activity change, % at 7.5 µM; 0.4% of 300,000 active; AID 2094, 2009; in the data active means activity change below about -75%, passing the limit was not always enough;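 further: luminescence divided by OD600 gain over 9 h not by final OD600 alone; inactives centre near 13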
SKKanGAS inh = S. pyogenes SKKanGAS growth inhibitors in kanamycin, primary screen, streptokinase expression inhibitor project, SKKanGAS strain, BacTiter-Glo luminescence; AID 1662, 2009; 6 h; 1.3% of 300,000 active; inhibition, % at 7.5 µM;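 active means mean replicate score, as percent of positive control median, at least 50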;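 further: strain carries kanamycin resistance gene driven by streptokinase promoter and grows in 40 µg/ml kanamycin; loss of luminescence reflects streptokinase promoter inhibition or plain growth inhibition; 0% = median of DMSO wells and 100% = positive control at its reference dose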
IEC-6 cytotox = cytotoxicity in IEC-6 intestinal epithelial cells, primary screen, cytotoxicity control for KLF5 inhibitor project, cell-based, luminescence; 0.78% of 290,000 active; IEC-6 cytotoxicity, luminescence viability; inhibition, % at 5 µM; in the data active means inhibition above about 22%;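 further: 0% = plate median of test compound wells and 100% = cytotoxic reference compound wells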
HSF-1 act = HSF-1 activators, primary screen, NIH3T3-HGL cells, MG132 stress, luminescence, single point. NIH3T3-HGL HSF-1 luciferase reporter, 8 h; 100% = twice DMSO control signal. activation, % at 9 µM. 1.7% of 300,000 active. AID 504408, 2011;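 active means mean replicate activation of at least 50% with a set share of replicates each reaching 50%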;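 further: 0% = median of the neutral control wells and 100% = twice that signal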
HIF activator = HIF pathway transcriptional activators, primary screen, cell-based, U2OS HRE-luciferase, luminescence. 0.32% of 300,000 active. U2OS HRE-luciferase reporter; normalized: DMSO 0%, desferrioxamine 100%. activation, % at 7.5 µM (by protocol);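 active means mean activation of at least 10% of the iron chelator positive control signal, with at least half of replicates also reaching 10%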
Platelet DG rel = inhibitors of platelet dense granule secretion, primary screen, cell-based, MLPCN, human platelets. inhibition, %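 (compounds screened at 7.5 µM in platelet-rich plasma)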. 0.22% of 300,000 active. human platelet-rich plasma, SFLLRN dense granule ATP release, luminescence;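 active means mean replicate score, as percent of positive control, at or above 50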
HSP90 inh = HSP90 inhibitors, primary screen, cell lysate, luminescence; Heat shock protein HSP 90 (rabbit reticulocyte lysate; luciferase refolding); Rabbit reticulocyte lysate, luciferase refolding luminescence, 3 h; inhibition, % at 5.6 µM; 0.91% of 290,000 active; AID 1789, 2009;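 active means inhibition above the screen-wide mean plus 3 SD, computed separately per campaign, cut at about 16% in these data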;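 further: 0% = DMSO wells and 100% = 60 µM geldanamycin wells; inhibitors lower the luminescence because luciferase stays unfolded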
HSF1 inh = HSF1 inhibitors in luciferase reporter cells, primary screen, cell-based, NIH3T3, luminescence; activity change, negative = inhibition, % at 7.5 µM (by protocol); 0.77% of 300,000 active; NIH3T3-HGL HSE-luciferase, MG132-induced, luminescence 8 h; hits give low values;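 active means more than half of replicate wells show activity change below -50%, luminescence cut by over half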;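 further: luciferase reports HSF-1 transcriptional activity via heat shock element; 0% = median of DMSO wells and -100% = zero luminescence signal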
KLF5 inh = KLF5 expression inhibitors, primary screen, DLD-1 cells, luminescence. inhibition, % at 5 µM. DLD-1 KLF5 promoter-luciferase reporter. 0.23% of 290,000 active;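 active means inhibition above a per-plate limit of that plate's mean compound inhibition plus 3 SD, cut at about 60% in these data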;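 further: 0% = DMSO wells and 100% = LY294002 at 200 µM; higher means less KLF5 promoter-driven luciferase light; inactives centre near -14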
* hit, by the source's call; . = no result given.

compound	aSyn UTR inh	AI-2 QS mod	SKKanGAS inh	IEC-6 cytotox	HSF-1 act	HIF activator	Platelet DG rel	HSP90 inh	HSF1 inh	KLF5 inh
CC(C)C(NC(=O)c1ccccc1F)C(=O)OCC(=O)c1ccc(F)cc1 (stereo not given)	-3	9	-4	-7	33	0.9	-1	-2	27	-30
Cn1c(COc2ccccc2)nnc1SCc1nc2ccccc2[nH]1	-16	40	11	5	12	0.1	4	-1	1	10
CN(C)c1nc(-c2ccccc2)nc(-c2ccc(Cl)cc2)c1C#N	38	5	3	-3	4	-0.1	5	5	-9	-15
COc1ccc(-c2csc3ncnc(NCCO)c23)cc1	2	-5	5	0	-38	1.9	2	-1	-36	5
COc1ccc(C(=O)Cn2nc(CNc3ccc(Br)cc3)[n+]3c2CCCCC3)cc1	10	13	7	4	-2	0.9	-1	2	-1	23
O=C(CCCOc1ccc(Cl)cc1)Nc1cccc(C(=O)O)c1	-11	25	2	-1	6	-0.1	1	-2	-9	-13
COc1cc2nc(=S)n3[nH]c(CCn4nc(C)cc4C)nc3c2cc1OC	8	35	51*	53*	-5	-1.4	-6	3	3	10
CCN(CC)c1ccc(N2C(=O)/C(=C\c3cccs3)SC2=S)cc1	7	-6	1	-2	-10	0.1	6	6	-6	-19
COCCN(CCOC)C(=O)N1CCOCC1	-2	14	-5	-3	-6	-0.8	-13	1	-11	-3
CN1CCN(S(=O)(=O)c2ccc3c4c(cccc24)C(=O)N3)CC1	-23	13	-4	0	11	-0.5	24	1	-1	-23
Cc1ccc([N+](=O)[O-])cc1NC1OC(CO)C(O)C1O (stereo not given)	1	5	3	-13	-2	0.8	3	-3	-4	-10
CC(C)(C)NC(=O)C(c1ccc(F)cc1)N(CCc1ccccc1)C(=O)c1ccn[nH]1 (stereo not given)	16	8	-12	5	-2	0.1	-4	2	0	13
Cc1cccc(C2Nc3ccccc3C(=O)N2c2ccc(F)cc2)n1 (stereo not given)	-22	11	-12	-6	4	0.8	-5	-1	5	-31
CCC(C)NC(=O)CSC1=Nc2ccccc2C2=NC(CC(=O)NCc3ccc(F)cc3)C(=O)N12 (stereo not given)	-4	14	-3	6	25	-0.1	2	4	8	8
C=CCn1c(C)cc(C(=O)COC(=O)/C=C/c2cccc(OC)c2)c1C	-22	24	8	-4	-5	0.0	9	2	-6	-13
O=C(NCC1CC1)C1CCCN(S(=O)(=O)c2ccc(-n3cnnn3)cc2)C1 (stereo not given)	17	14	-6	-4	11	0.0	-1	-4	-2	-22
CC(CCc1ccco1)NC(=O)CCc1nnc2ccc(NCc3ccc(Cl)cc3)nn12 (stereo not given)	-38	15	1	3	-14	0.1	-2	-3	-6	-12
CS(=O)(=O)N1CCC(C(=O)Nc2ccccc2F)CC1	9	16	0	-6	11	-0.1	3	-1	-3	-8
Cc1cc(C(F)F)n2nc(C(=O)Nc3ccc(F)cc3F)nc2n1	-24	23	4	-4	-14	-0.2	1	5	-16	-48
O=C(O)C1CCN(C(=O)COc2ccc3c4c(c(=O)oc3c2)CCCC4)CC1	8	15	7	6	4	0.1	-4	3	-2	-6
CCN(CC)C(=O)CC(c1ccc(N(C)C)cc1)c1c(O)cc(OC)cc1OC (stereo not given)	-5	23	2	.	-49	-0.3	-2	.	-36	.
C=CCNC(=S)N1CCC(C(=O)c2ccc(C)cc2)CC1	-8	6	-3	-1	4	0.1	3	0	-4	-36
O=S(=O)(c1ccc(-c2ccno2)s1)N1CCCCC1	13	26	-5	4	-10	-0.4	-17	0	-4	-21
Cc1ccc(-c2nnc3c(C(F)(F)F)nc4ccccc4n23)cc1	71*	10	-3	1	6	0.2	0	-2	2	-33
Cc1ccc(C(=O)Nc2nnc(Cc3ccccc3)s2)cc1	-6	-3	1	3	15	0.3	4	-2	-6	-34
O=C(c1ccc(Cl)c(Cl)c1)N(Cc1ccco1)c1ccc(O)cc1	18	15	14	-9	19	0.1	2	-3	-3	20
NC(=O)[C@@H]1[C@@H]2C(=O)N(c3ccc(F)cc3)C(=O)[C@@H]2[C@H]2C=Cc3ccccc3N21	20	37	11	0	3	0.4	-42	4	1	-24
CCOC(=O)c1ccc(N2C(=O)C(O)=C(C(C)=O)C2c2ccc([N+](=O)[O-])cc2)cc1 (stereo not given)	18	2	22	-5	-1	-43	-8	2	-3	-44
S=c1[nH]ncc2ccccc12	-1	-3	-6	1	2	.	-3	-2	-2	-30
O=S(=O)(CC(CN1CCCC1)N1CCCC1)c1ccc2ccccc2c1 (stereo not given)	27	41	2	-2	34	-0.2	14	0	3	-27
O=C(CSc1nnc(-c2ccncc2)n1-c1ccccc1)N1CCN(c2ccc(Cl)cc2)CC1	12	5	-3	1	-7	-1.0	4	6	-6	-14
COc1ccc(CN2CCCC(C(=O)Nc3cccc(-n4cnnn4)c3)C2)c(C)c1C (stereo not given)	5	20	-2	1	-2	-1.1	0	-1	-6	-16
CN(C)S(=O)(=O)c1cccc(NC(=O)COC(=O)CNC(=O)c2ccccc2F)c1	9	14	3	5	-10	-0.2	5	1	-2	-16
O=c1cc(C(F)F)oc2c1ccc1ccccc12	-5	15	-3	-5	2	0.7	-1	4	-5	0
Cc1ccc(-n2c(-c3ccco3)nc3c(cnn3-c3ccc(C)cc3)c2=O)cc1	-23	-3	17	1	3	-0.1	-13	-1	-2	-19
Fc1ccccc1NC(=S)N1CCC(c2ccccc2)C1 (stereo not given)	-111	8	-3	-7	21	4.1	-1	-6	30	-91
Cc1ccc(CNC(=O)COC(=O)c2c(C)noc2C)cc1	-4	-6	-5	-1	0	-0.5	2	-2	-9	-25
O=C1OCC2=C1C(c1ccc(Cl)cc1)CC(=O)N2c1ccc(F)cc1 (stereo not given)	11	32	28	-10	1	0.0	0	-1	4	-49
Cc1ccc(C(=O)O/N=C(/c2nonc2N)N(C)C)cc1	0	16	-3	2	-22	0.1	-12	4	-4	3
CCN(CC)S(=O)(=O)c1ccc(C)c(NC(=O)c2cc(C)oc2C)c1	-10	14	-3	0	15	-0.4	3	-3	1	-14
COc1ccc(OC)c(C2=NS(=O)(=O)N(C)C(C(=O)Nc3ccc(F)cc3F)=C2)c1	-4	12	5	-2	1	-0.2	-11	-1	-4	-32
Cc1ccc(S(=O)(=O)N2CCCC2C(=O)Nn2cnnc2)cc1 (stereo not given)	6	5	-6	-1	14	-0.4	1	2	-3	-2
CN(C)C(=S)Nc1ccc(N2CCOCC2)cc1	-68	73	-9	3	-1	2.2	-11	-2	0	-52
Cc1nn(C)c(Nc2ccc(Br)cc2)c1Br	4	7	7	6	1	-1.4	22	1	2	-22
O=C(COc1ccccc1F)NCC(c1ccco1)N1CCCC1 (stereo not given)	-32	30	-8	5	16	-42	-25	1	0	-12
CN(C(=O)c1cc(-c2ccc3c(c2)OCO3)on1)c1ccccc1	-167	30	3	10	13	1.5	18	-2	8	-120
O=C(NCc1nc2ccccc2[nH]1)c1ccc(Cl)c(S(=O)(=O)N2CCCC2)c1	22	10	5	-1	10	0.9	0	-3	4	-6
CC(C)Cc1nc2oc3c(=O)[nH]cnc3c2c2c1CCCC2	17	0	11	4	3	0.4	6	2	-1	1
O=C(O)c1ccccc1NC(=O)c1cc(-c2ccccc2)nc2ccccc12	12	40	21	-8	-3	-0.7	-8	-10	1	-26
CC(C(=O)NCc1ccc(F)cc1)n1ccc2cc(S(=O)(=O)N3CCCC3)ccc21 (stereo not given)	5	20	1	-6	3	-0.3	3	-3	7	-44
Cc1ccc(NC(=O)/C=C\C(=O)NCC(=O)O)cc1	33	12	-11	-1	.	-0.5	7	0	.	-3
CC(OC(=O)c1ccccc1NCc1ccco1)C(=O)Nc1ncc(Cl)cc1Cl (stereo not given)	.	10	0	2	.	.	.	2	.	-27
Cc1nc2cc(-c3ccsc3-n3c(C)ccc3C)[nH]n2c(=O)c1Cl	-20	27	33	-11	-1	-0.3	2	1	-3	-27
CCOc1ccccc1NC(=O)NC1CCCCCCC1	.	-4	.	-10	.	.	.	-3	.	-36
Cn1c(-c2c(N)n(-c3ccccc3)c3nc4ccccc4nc23)nc2ccccc21	-52	56	-19	0	49	-0.6	-5	-4	1	6
COc1cc(OC)cc(-c2nnc(SCC(=O)N3CCCC3)o2)c1	4	10	-2	-5	-13	-0.1	3	-2	-1	-12

Next part
compound	aSyn UTR inh	AI-2 QS mod	SKKanGAS inh	IEC-6 cytotox	HSF-1 act	HIF activator	Platelet DG rel	HSP90 inh	HSF1 inh	KLF5 inh
O=C(Nc1nnc(C2=COCCO2)o1)c1cccc(Br)c1	-23	21	100*	6	-9	-0.4	-9	1	-13	-7
Cc1cc(C)cc(NC(=O)N2C3CCCC2CC(NC(=O)C2CC2)C3)c1 (stereo not given)	30	-2	1	-3	11	-0.4	1	2	1	3
O=C(CN1CCOCC1)OCCCC1CCCCC1	0	13	-4	0	13	-0.4	0	1	-5	-1
CCN(C(=O)CN1C(=O)/C(=C/c2ccc(F)cc2)SC1=S)C1CCS(=O)(=O)C1 (stereo not given)	-13	8	-9	-6	-28	-0.2	3	5	-5	-17
Cc1cc(C(=O)Nc2ccc(F)cc2C)n(-c2ccccc2)n1	5	22	-1	1	24	0.0	2	-4	19	-8
O=C(O)COc1ccc(Cl)cc1CO	10	20	-6	0	.	-0.2	-3	0	.	-13
COc1cc(Cl)ccc1OCc1cc(C(=O)N(C)Cc2cccc3cnccc23)no1	-77	26	-6	1	2	2.2	1	0	22	-68
O=Cc1ccc2noc(-c3ccc(F)cc3)c2c1	-31	14	-2	4	4	0.2	5	14	-1	-93
O=[N+]([O-])c1cc(S(=O)(=O)N2CCCCC2)ccc1NCCCN1CCOCC1	14	8	-5	6	1	0.5	-3	0	-8	-23
Cc1ccc(C)c(S(=O)(=O)N2CCN(C(C)C(=O)Nc3ccccc3-c3ccccc3)CC2)c1 (stereo not given)	37	24	3	1	18	-0.8	-7	6	21	-8
Cc1cc(C)cc(OC(=O)CCN2C(=O)C3C4C=CC(C5CC45)C3C2=O)c1 (stereo not given)	9	27	-9	-7	2	0.0	-2	-3	-2	-32
CCN(CC)CC(=O)Nc1ccc(-c2nc3cc(NC(=O)CN(CC)CC)ccc3o2)cc1	-32	27	5	8	-9	3.0	-1	-1	2	-25
CCC(C)[C@H](NC(=O)Nc1ccc2c(c1)OCCO2)C(=O)O (stereo not given in full)	14	7	4	2	-8	-0.4	12	0	-17	-2
Cc1ccc(C(C)NC(=O)C23CC4CC(CC(C4)C2)C3)cc1 (stereo not given)	42	17	0	1	-3	-0.5	12	4	-5	-9

Screening results: PubChem BioAssay, several laboratories
